Screening data as filed in PubChem.
SUMO Mot1 rescue: blocks SUMOylation pathway, rescuing yeast Mot1-301 growth; 320,000 compounds, 1% hits; S. cerevisiae Mot1-301 growth rescue, ATP luminescence, 38.5C; percent above DMSO median, 100 means doubled; growth rescue, % at 18.8 µM; AID 2716;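 active means every valid replicate shows activation above 250% relative to neutral control wells; inactive means the rest, any valid replicate at or below 250%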;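 further: OY570 slx delta 5 strain wells were the positive control but not used for scaling; some compounds called inactive have numbers as strong as hits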
OPRM1-OPRD1 inv: inverse agonist of human OPRM1-OPRD1 heterodimerization; AID 504357; inhibition, % at 9.3 µM; 340,000 compounds, 0.21% hits; cell-based MOR-DOR heterodimer luminescence, inverse agonism; in the data active means inhibition above about 22%, passing the limit was not always enough;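 further: 0% = cells with DMSO and 100% = wells without cells with DMSO; values of inactives mirror those of a sister screen read the other way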
PKA-R2B activ: activators of human PKA-R2B complex; P22694+P31323; PKA-R2B holoenzyme dissociation, Cy5-IP20 fluorescence polarization; R2B truncated from residue 108, S112A mutant; 0% DMSO only, 100% 113 µM cGMP; activation, % at 11.4 µM; 340,000 compounds, 0.079% hits;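 active means activation above a cutoff set at the mean over all compounds plus 3 SD, cut at about 18% in these data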;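 further: higher means more holoenzyme dissociation and a rise in polarization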
Target sequence (P31323 whole entry, looked up, other chains not shown, the tested form may be a part): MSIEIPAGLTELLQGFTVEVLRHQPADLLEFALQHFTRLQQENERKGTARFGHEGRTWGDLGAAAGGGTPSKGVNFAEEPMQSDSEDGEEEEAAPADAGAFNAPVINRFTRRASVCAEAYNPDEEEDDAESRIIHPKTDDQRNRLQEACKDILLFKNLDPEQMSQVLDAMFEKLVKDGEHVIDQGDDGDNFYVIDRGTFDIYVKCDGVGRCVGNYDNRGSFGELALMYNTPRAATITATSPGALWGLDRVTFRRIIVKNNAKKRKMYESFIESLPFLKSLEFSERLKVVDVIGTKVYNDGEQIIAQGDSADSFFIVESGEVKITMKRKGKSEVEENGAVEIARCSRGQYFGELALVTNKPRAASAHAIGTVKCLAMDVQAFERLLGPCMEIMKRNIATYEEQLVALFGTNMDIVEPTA
phage Ecoli inh: E. coli growth loss with phage present; AID 651602; 360,000 compounds, 0.26% hits; growth absorbance; inhibition, % at 11.9 µM; in the data active means inhibition above about 11%
HTR5A inv ag: counter-screen for OPRM1-OPRD1 inverse agonists: human HTR5A inverse agonism. HTR5A cell line, luminescence. inhibition, % at 9.3 µM. 340,000 compounds, 0.083% hits; in the data active means inhibition mostly above about 23%, no sharp cut-off; inactive means mostly below about 18%;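 further: 0% = cells with DMSO and 100% = no-cell wells with DMSO; some compounds called inactive have numbers as strong as hits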
Target sequence (P47898 whole entry, looked up): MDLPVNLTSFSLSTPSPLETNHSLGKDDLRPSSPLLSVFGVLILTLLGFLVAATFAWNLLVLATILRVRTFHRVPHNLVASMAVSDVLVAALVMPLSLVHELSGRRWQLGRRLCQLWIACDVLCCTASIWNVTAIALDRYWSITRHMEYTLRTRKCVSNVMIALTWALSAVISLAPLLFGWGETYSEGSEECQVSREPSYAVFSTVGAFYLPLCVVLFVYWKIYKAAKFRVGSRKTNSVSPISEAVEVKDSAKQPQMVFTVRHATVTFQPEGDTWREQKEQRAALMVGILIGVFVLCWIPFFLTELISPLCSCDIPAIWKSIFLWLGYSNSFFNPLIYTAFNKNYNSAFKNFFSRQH
MOR-DOR ag: agonists of human mu-delta opioid receptor heterodimerization | 340,000 compounds, 0.3% hits | cells, OPRM1-OPRD1 heterodimerization, luminescence | activation, % at 9.3 µM; in the data active means activation above about 18%;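 further: 0% = vehicle-treated cells and 100% = reference agonist; values of inactives mirror those of a sister screen read the other way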
PfHsp90 set2: growth inhibition of yeast expressing Plasmodium Hsp90; inhibition, % at 9.4 µM; AID 504621; 310,000 compounds, 0.32% hits; S. cerevisiae expressing PfHsp90, BacTiter-Glo ATP, 48 h; yeast lacking PDR1 and PDR3 efflux regulators;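 active means every replicate shows inhibition above about 80%, whatever the replicate mean, limit read from the data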;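 further: 0% = DMSO neutral controls and 100% = 20 µM radicicol positive controls; yeast relying on Plasmodium falciparum Hsp90 in place of its own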
E coli growth: bacterial growth inhibition, counter-screen for AddAB inhibitors. E. coli V3065 growth, OD600 absorbance, 18 h. inhibition, % at 11.9 µM. 330,000 compounds, 0.27% hits;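 active means inhibition above the campaign's mean inhibition across all tested compounds plus 3 SD, cut at about 9.9% in these data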;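 further: uninfected addAB+ strain grown without phage in ampicillin broth; 0% = DMSO wells and 100% = ciprofloxacin 0.95 µg/ml wells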
Tat transport: inhibitors of E. coli Tat protein transport; E. coli MC4100 TorA-mCherry Tat export, fluorescence; inhibition, % at 10 µM; 340,000 compounds, 0.036% hits; AID 488895;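 active means mean replicate inhibition at least 50% and at least half of replicates individually reaching 50%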;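 further: exported cargo escapes ClpAP degradation while cytoplasmic cargo is degraded and loses fluorescence; 0% = median of neutral control wells and 100% = median of NaSCN control wells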
AddAB inh: less growth of phage-infected E. coli with AddAB | E. coli expressing H. pylori AddAB, absorbance growth | inhibition, % at 11.9 µM | 330,000 compounds, 0.29% hits | AID 435030; in the data active means inhibition above about 12%;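 further: 0% = vehicle wells of infected cells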
PKA-R1A activ: activators of PKA-R1A complex | P00514+P68181 | PKA-R1A dissociation, Cy5-IP20 fluorescence polarization; scaled: DMSO 0%, 113 µM cGMP 100% | activation, % at 11.4 µM | 340,000 compounds, 0.083% hits | AID 504707;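 active means percent activation above the mean of all tested compounds plus 3 SD, cut at about 19% in these data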;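 further: higher means more PKAc released from R1A so a rise in polarization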
Active calls of the source: *; . = no result given.

SMILES	SUMO Mot1 rescue	OPRM1-OPRD1 inv	PKA-R2B activ	phage Ecoli inh	HTR5A inv ag	MOR-DOR ag	PfHsp90 set2	E coli growth	Tat transport	AddAB inh	PKA-R1A activ
Nc1nc2c(nnn2Cc2ccc(Cl)c(Cl)c2)c(=O)[nH]1	.	10	-2	0.5	8	-2.1	-2	.	-1	.	7
O=C(Nc1cccc(Cl)c1)c1ccc(F)c(S(=O)(=O)NCc2cccs2)c1	-13	-23	-20	5.8	-11	4.4	6	2.0	5	3.2	-4
Cc1cc(=O)oc2cc(OCc3ccc(S(=O)(=O)N4CCOCC4)cc3)ccc12	-16	-18	0	2.2	-32	3.5	-3	1.3	-2	1.0	2
COc1cccc(C2=NOC(C(=O)NCCCn3ccnc3)C2)c1 (stereo not drawn)	83	15	-8	1.9	-6	-2.5	3	0.6	5	3.5	-7
CC(C)(C)c1cc(NC(=O)CSc2nnc(NCc3ccccc3)s2)n(-c2ccccc2)n1	12	4	-2	1.6	-9	-0.7	29	-2.7	-13	-0.4	0
CCOC(=O)[C@H]1[C@H]2COc3ccc(OC)cc3[C@@H]2N2C(=O)CN(CC3CCCO3)C(=O)[C@@]12C (stereo partly drawn)	2	8	2	2.9	16	-1.4	4	0.3	-1	-0.5	14
O=C(NC1CCCCC1)C(c1ccc(F)cc1)N(C(=O)c1cccs1)c1ccc2c(c1)OCO2 (stereo not drawn)	5	3	-9	0.3	-20	-0.5	-8	-2.9	-6	0.1	-13
Nc1c(NC2CCCCC2)c2ccccc2oc1=O	-12	12	-5	2.0	8	-2.2	.	-0.8	1	0.1	-16
Cc1cccnc1NC(=O)CCNC(=O)c1ccc(Cl)cc1	0	20	11	4.5	3	-3.8	-6	2.1	-6	0.2	-11
O=C(COC(=O)c1cncc(Br)c1)NCc1ccccc1Cl	.	3	6	2.2	17	-0.7	-1	2.1	-2	-0.2	3
O=C(c1ccco1)N1CCN(S(=O)(=O)c2ccc(S(=O)(=O)NC3CCCCC3)cc2)CC1	-12	8	7	0.6	12	-1.5	-13	0.6	-2	1.5	2
O=C(Nc1nn[nH]n1)c1cccc([N+](=O)[O-])c1	13	14	-9	-0.6	19	-3.0	.	-3.0	-8	3.3	5
COc1ccc(CC(NC(C)=O)C(=O)NC2CCN(C(=O)c3cc(OC)c(OC)c(OC)c3)CC2)cc1 (stereo not drawn)	19	12	1	-0.1	-12	-2.4	-21	-0.2	4	-2.0	0
Cc1ccccc1C(=O)N/N=C1\SCC(=O)N1Cc1ccco1	-12	2	4	4.7	2	-0.3	11	2.1	-1	2.9	-2
O=C(OCN1C(=O)c2ccccc2C1=O)c1cc(S(=O)(=O)N2CCOCC2)ccc1F	.	-14	-7	0.5	-13	2.2	.	.	-3	.	-2
COc1cc(C(c2c(C)[nH][nH]c2=O)c2c(C)[nH][nH]c2=O)cc(OC)c1OC	674*	16	-4	4.3	8	-3.2	-23	0.0	4	3.6	0
COc1ccc2c(c1)[n+](=O)c(C(C)=O)c(C)n2[O-]	-10	-4	-5	0.6	-18	0.8	1	0.3	3	0.9	-5
O=C(CSc1nc2scc(-c3ccccc3)c2c(=O)[nH]1)Nc1ccccc1	0	-8	-1	1.2	3	1.6	-28	1.1	0	4.7	-4
O=C1NN=COc2ccccc21	2	10	3	1.6	5	-2.0	-15	-1.0	-2	-0.6	-1
CC1CCN(CCOc2ccc(OCc3ccccc3)cc2)CC1	35	10	1	3.7	1	-1.8	26	0.5	-10	3.2	-9
Cn1cc(C(=O)N/N=C/c2cccs2)c2ccccc21	-1	-4	1	2.9	-12	0.8	-11	2.6	6	0.5	-12
COc1ccc(C(=O)CC(=O)C(=O)Nc2ccccc2C(F)(F)F)cc1	-4	-28	-13	4.6	2	6.0	34	-2.9	2	-3.1	-4
O=C(Nc1ccc(Cl)cc1)C1CCN(C(=O)NC2CCCCC2)CC1	0	4	7	3.4	3	-0.7	.	-3.3	10	1.9	-1
O=C1CCN(CCc2ccccc2)CCN1[C@H](COc1ccccc1)Cc1ccccc1	369	-69	4	3.5	-1	12	10	1.0	29	3.4	-1
O=C(Nc1cccc2ccccc12)C1CCCC1	9	8	7	2.6	9	-1.7	27	.	-5	.	1

Individual results from the entries so far:
`O=C(Nc1nn[nH]n1)c1cccc([N+](=O)[O-])c1` in AddAB inh: 3.3
`O=C(OCN1C(=O)c2ccccc2C1=O)c1cc(S(=O)(=O)N2CCOCC2)ccc1F` in phage Ecoli inh: 0.5
`COc1cccc(C2=NOC(C(=O)NCCCn3ccnc3)C2)c1` (stereo not drawn) in phage Ecoli inh: 1.9
`COc1ccc2c(c1)[n+](=O)c(C(C)=O)c(C)n2[O-]` in PKA-R2B activ: -5
`COc1cc(C(c2c(C)[nH][nH]c2=O)c2c(C)[nH][nH]c2=O)cc(OC)c1OC` in E coli growth: 0.0
`O=C(CSc1nc2scc(-c3ccccc3)c2c(=O)[nH]1)Nc1ccccc1` in PfHsp90 set2: -28

Additional entries follow.
SMILES	SUMO Mot1 rescue	OPRM1-OPRD1 inv	PKA-R2B activ	phage Ecoli inh	HTR5A inv ag	MOR-DOR ag	PfHsp90 set2	E coli growth	Tat transport	AddAB inh	PKA-R1A activ
COc1ccc(C(=O)NCCc2c[nH]c3ccccc23)cc1	11	8	-6	0.2	8	-1.7	-9	0.9	-9	5.5	-9
O=C(N/N=C/c1coc2ccccc2c1=O)c1cn(-c2ccccc2)nc1-c1ccc(F)cc1	2	-3	-10	2.6	34	0.5	20	-1.2	5	-0.3	5
O=C(N/N=C\c1cccs1)c1sccc1-n1cccc1	.	4	-8	1.7	3	-0.8	-8	-4.3	-1	-2.4	6
Cc1cc(Br)c2c(c1)/C(=C/C(=O)c1cccs1)C(=O)N2	8	-3	-7	4.2	-6	0.6	88*	-0.9	-9	2.9	-9
COc1ccc(NC(=O)C(Cc2ccccc2)n2cccc2)c(OC)c1 (stereo not drawn)	-13	9	6	2.7	8	-1.6	-13	-1.2	4	2.0	-6
COc1cccc(NC(=O)N2CCC(N3CCCCC3)CC2)c1	9	4	-6	-0.5	-10	-0.8	1	2.2	-5	3.0	-6
CCc1ccc(NC(=O)COc2coc(CN3CCN(c4ccccc4)CC3)cc2=O)cc1	.	-12	4	1.3	0	1.9	-37	-1.1	-1	-1.8	1
C#CCNC(=O)C1=C[C@H](c2ccc(C(F)(F)F)cc2)C[C@H](OCCCCO)O1	17	17	-9	1.7	-4	-3.1	-11	-1.4	-18	-0.1	-21
C=CCn1cccc(C(=O)Nc2ccc(C)c(C)c2)c1=O	-2	5	5	-0.7	-17	-1.0	3	1.3	4	-1.6	4
CC(C)(C)Cc1nnc(NC(=O)Cc2cccs2)s1	-2	.	.	2.0	.	.	-1	-2.9	-6	-0.2	.
CC(C)CNC(=O)[C@@H]1CSC2c3ccccc3C(=O)N21 (stereo partly drawn)	-11	14	5	0.7	-10	-2.9	11	.	-9	.	-3
Cn1cc(CN2CCC(C(=O)N3CCCCC3)CC2)c(-c2ccccc2F)n1	187	-20	3	-0.1	-10	4.0	7	1.4	-4	1.1	-2
CCOc1cc(C=O)ccc1OCc1cc(=O)n2cc(C)ccc2n1	226	16	1	-0.5	2	-3.4	7	-1.3	-9	0.4	-2
CCc1ccc(NC(=O)C2CCN(S(=O)(=O)c3ccc4[nH]c(=O)ccc4c3)CC2)cc1	-2	-29	-6	3.6	-13	5.6	-30	-0.5	3	2.9	-4
CC1(C)C2CC=C(/C=N/NC(=O)c3ccccc3O)C1C2 (stereo not drawn)	-18	6	4	4.8	9	-0.8	6	-1.9	-3	1.8	-2
O=C(c1cn(-c2ccccc2)nc1-c1cccnc1)N1CCN(S(=O)(=O)c2ccccc2F)CC1	3	2	4	-0.9	-15	-0.4	-58	1.8	8	1.3	4
O=C(COC(=O)C1CCCC1)NCc1ccc(Cl)cc1	-6	9	-15	5.5	-15	-1.7	9	1.9	-2	-0.2	-10
CC(C)(C)OC(=O)N1CCC(c2c(C(=O)N3CCN(C(=O)c4ccco4)CC3)cnn2-c2ccc(F)cc2)CC1	-9	14	-4	3.2	1	-2.9	3	4.3	-1	1.2	-4
CCOC(=O)c1c(C)[nH]c(C)c1C(=O)COC(=O)/C=C/c1ccccc1[N+](=O)[O-]	-4	15	-6	2.6	-1	-3.6	0	1.2	7	0.8	-9
CN(C)c1cc(-c2ccc([N+](=O)[O-])cc2)oc(=O)c1Cl	-11	-8	-2	2.5	-5	1.7	-1	2.8	4	2.7	-11
COc1ccc(C2C(C#N)=C(N)Oc3cc(N)ccc32)cc1OC (stereo not drawn)	-5	1	0	2.3	10	-0.1	10	-0.1	-2	0.8	8
CCN(CC)S(=O)(=O)c1ccc(N(C)C)c(NC(=O)CC(NC(C)=O)c2ccccc2)c1 (stereo not drawn)	5	11	1	.	3	-2.3	.	0.6	5	-0.3	-6
COc1cc(NC(=O)c2oc3ccccc3c2C)ccc1NC(=O)c1ccco1	-6	-12	-11	1.9	-18	2.3	16	-1.3	1	2.8	-1
COC(=O)c1ccc(SC)cn1	2	18	0	5.7	14	-3.9	12	-1.3	-4	4.1	-1
O=C(CN1C(=O)C2(OCCCO2)c2ccccc21)NCCc1ccccc1	-11	20	1	-0.2	-42	-3.9	-3	-0.2	8	-0.2	-6
Nc1nc(NCCOCCO)nc(N2CCCCCC2)c1[N+](=O)[O-]	182	2	5	1.1	8	-0.4	1	.	-6	.	6
O=C(OCC(=O)N1CCCc2ccccc21)c1ccc(S(=O)(=O)C(F)F)cc1	232	-1	-5	0.2	9	0.2	-11	-0.2	-3	0.0	-1
COCCNC(=O)c1cc(-c2ccc(-c3ccccc3)cc2)nc2ccccc12	26	15	0	2.0	0	-2.6	5	-1.1	0	0.1	-1
Cc1ccc(C)c(CSc2ccc3nnc(-c4ccccn4)n3n2)c1	9	15	-3	0.0	-3	-3.2	11	1.2	2	2.1	5
N#CC(C(N)=O)=C1CCCCC1	-3	.	.	3.6	.	.	4	-1.2	1	0.3	.

2 compounds drawn at random from those above, as already listed:
SMILES	SUMO Mot1 rescue	OPRM1-OPRD1 inv	PKA-R2B activ	phage Ecoli inh	HTR5A inv ag	MOR-DOR ag	PfHsp90 set2	E coli growth	Tat transport	AddAB inh	PKA-R1A activ
CCOc1cc(C=O)ccc1OCc1cc(=O)n2cc(C)ccc2n1	226	16	1	-0.5	2	-3.4	7	-1.3	-9	0.4	-2
COc1cc(NC(=O)c2oc3ccccc3c2C)ccc1NC(=O)c1ccco1	-6	-12	-11	1.9	-18	2.3	16	-1.3	1	2.8	-1
